Bioassay records as filed in PubChem BioAssay.
GAA glycogen mod = GAA glycogen-cleavage inhibition or activation; hit rate 0.38% among 300,000; recombinant GAA, glycogen substrate, Amplex Red glucose oxidase fluorescence; P10253; Potency, µM (series often up to 76.4 µM), without a hit: at the top dose activity change, negative = inhibition, actives largely listed as inhibitors; active = well fitted inhibition curve with a large enough effect; inconclusive = small, poorly fitted or top-dose-only effect, or another doubt; inactive = no such curve, though single readings can be large or run the other way;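 also: 0% = full enzyme reaction and -100% = no-enzyme basal signal; the screen sought inhibitors and activators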
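Natural-substrate format: glycogen cleavage by 4 nM human enzyme, glucose read by Amplex Red coupling (Ex 573, Em 610 nm). Normalized to enzyme and no-enzyme controls.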
The depositor's hits bear a star; u = inconclusive; [ ] = dose if it differs, or a comment. Potency is read from the fitted curve at half-maximal effect. Some of the compounds tested (hit frequency here may not be typical).

SMILES	GAA glycogen mod
Cc1ncc(CO)c2c1Oc1nc(-c3ccccc3F)nc(SCC(=O)N(C)c3ccccc3)c1C2	-1.3%[76.3 µM]
CCOc1ccccc1-c1nnc(SCC(=O)NC2CC2)n1CC	-1.8%[76.3 µM]
COc1ccc(/C=C(\NC(=O)c2ccc(C)cc2)C(=O)NCCCN2CCOCC2)cc1OC	11.0%[76.3 µM]
COc1ccc(NC(=O)c2cc(C)nn2-c2ccccc2)cc1	-1.6%
CC(C)C(=O)Nc1c2c(nn1-c1ccc([N+](=O)[O-])cc1)CS(=O)(=O)C2	-4.5%
COc1ccccc1NC(=O)c1ccc(NC(=O)CNC(=O)c2ccc(OC)c(OC)c2)cc1	0.0%
Cc1onc(NC(=O)NC(=O)c2ccccc2F)c1Br	-0.9%[76.3 µM]
O=C(NCCN1CCCC1)c1ccc2c(c1)N(Cc1cccc(Cl)c1)C(=O)c1ccccc1S2(=O)=O	6.0%[76.3 µM]
COc1ccc2nc(N(CCN(C)C)C(=O)c3ccc(C(=O)c4ccccc4)cc3)sc2c1	-1.7%[76.3 µM]
Cc1cccc(N2CCN(CC(=O)N(C)Cc3ccccc3)CC2C)c1 (centres undefined)	-2.2%
Cc1nc2ccc(C(=O)OCc3nnc(-c4ccccc4)o3)cc2nc1C	-0.7%[76.3 µM]
CCC(CC)c1nnc(NC(=O)CCS(=O)(=O)Cc2ccccc2)s1	3.5%[76.3 µM]
COc1ccc(OC)c(Nc2nc(N(C)c3ccccc3)nc(N)c2[N+](=O)[O-])c1	-1.8%
CCN1CCN(C(=O)C(=O)c2cn(CC(=O)N3CCCCCC3)c3ccccc23)CC1	-0.4%[76.3 µM]
CC(NC(=O)[C@H](C)NC(=O)c1ccco1)c1ccc(S(N)(=O)=O)cc1 (some centres undefined)	-3.6%

Following part:
SMILES	GAA glycogen mod
C=CCNC(=O)N1CCC(n2nccc2NC(=O)CCc2ccccc2)CC1	3.1%[76.3 µM]
COc1ccc(Br)cc1CN1CCN(S(=O)(=O)Cc2ccccc2)CC1	-2.0%[76.3 µM]
COc1cccc(NC(=O)CCC2CCN(C(=O)c3scnc3C)CC2)c1	-3.2%[76.3 µM]
Cc1ccccc1S(=O)(=O)Nc1ncnc2ccccc12	-3.4%[76.3 µM]
CC(NC(=O)Nc1ccc(Cl)cc1)c1ccc2c(c1)OCO2 (centres undefined)	-0.9%[76.3 µM]
CC(=O)Nc1ccc(NC(=O)CCOc2cc(C)ccc2C)cc1	2.5%
Cc1c(S(=O)(=O)NC(C)c2ccccc2)c(=O)n(C)c(=O)n1C (centres undefined)	-3.5%[76.3 µM]
Cc1ccc(NC(=O)CNCc2cccs2)cc1Br	-1.2%
CCOc1ccc(N(CC(=O)Nc2ccccc2F)S(=O)(=O)c2c(C)[nH]c(=O)[nH]c2=O)cc1	-2.4%[76.3 µM]
CC(=O)c1c(C)[nH]c(C(=O)Nc2ccc(Cl)cc2F)c1C	-2.4%
CCN(CC)CCCNC(=O)c1cc2c(-c3cccc(OC)c3)nn(C)c2s1	-18.1%
Cc1cccc(C(=O)NNC(=O)C2CCN(C(=O)OC(C)(C)C)CC2)c1	3.5%[76.3 µM]
O=C1OCC(c2ccc(Cl)s2)=C1c1ccccc1[N+](=O)[O-]	-1.6%
O=C1CN(C(=S)NC(=O)c2ccccc2[N+](=O)[O-])CCN1	2.7%[76.3 µM]
Cc1[nH]cnc1C(=O)N/N=C/c1ccc([N+](=O)[O-])s1	10.3%

The list continues.
SMILES	GAA glycogen mod
N#C/C(=C\c1c[nH]c2ccc(Br)cc12)c1ccccn1	4.9%
CS(=O)(=O)Nc1ccc(-c2nnc3n2CCCCC3)cc1	-3.1%
Cc1ccc(S(=O)(=O)CC(=O)NCc2ccccc2)cc1	-5.8%[76.3 µM]
c1ccc(CN2CCN(Cc3c[nH]c4ccccc34)CC2)cc1	2.1%
CCc1c(C)sc(NC(=O)c2ccoc2C)c1C(N)=O	-0.9%[76.3 µM]
CC(Oc1ccc(F)cc1)C(=O)Nc1ccccc1N1CCCCC1 (centres undefined)	-2.3%[76.3 µM]
Cc1cc(C)c(S(=O)(=O)/N=C2\C=C(NS(=O)(=O)c3ccccc3)C(=O)c3ccccc32)c(C)c1	-0.2%
COCCNC(=S)N(CCc1c(C)[nH]c2ccc(F)cc12)Cc1ccc(C)cc1	3.4%
Cc1ccccc1Cn1c(-c2ccc(=O)[nH]c2)nc2ccccc21	0.0%
CC(C)CNC(=O)CN1c2cccc3cccc(c23)S1(=O)=O	-2.2%[76.3 µM]
Cc1ccc(C(=O)N[C@H](C(=O)Nc2sccc2C(N)=O)C(C)C)cc1	-5.4%
CCN(CC)C(=O)C(Oc1ccc(C)nc1[N+](=O)[O-])c1ccccc1 (centres undefined)	-4.4%[76.3 µM]
O=C(CCn1c(=O)oc2ccc(Cl)cc21)N1CCN(c2ccccc2)CC1	-2.2%
COc1ccc(C(CC(=O)Nc2ccccn2)N2Cc3ccccc3C2=O)cc1 (centres undefined)	4.2%
O=C(Cc1ccccc1)N1CCC2(CC1)NCCc1[nH]cnc12	1.3%[76.3 µM]

Following part:
SMILES	GAA glycogen mod
CCOC(=O)C(C(=O)OCC)c1c([N+](=O)[O-])c(=O)n2c3c(cccc13)CCC2	-2.6%
O=C(c1cc(C(=O)N2CCCC2)cc([N+](=O)[O-])c1)N1CCCC1	-10.7%
O=C(Cc1ccccc1Cl)N1CCOCC1	-6.1%[76.3 µM]
CCN1CCN(C(=O)CN2C(=O)COc3ccc(S(=O)(=O)N4CCOCC4)cc32)CC1	1.3%[76.3 µM]
CCN(CC)S(=O)(=O)c1ccc(S(=O)(=O)N2CCCC(C(=O)NC3CC3)C2)cc1 (centres undefined)	-5.3%
COc1ccc(N(CC(=O)Nc2ccc(C(C)C)cc2)S(=O)(=O)c2c(C)noc2C)cc1	-3.1%[76.3 µM]
CC(C)[C@H](NC(=O)N1c2ccccc2NC(=O)[C@@H]1C(C)C)C(=O)N[C@@H](Cc1c[nH]c2ccccc12)C(=O)O	-7.2%[76.3 µM]
O=C(NNC(=O)C1CC1)c1cc(Cl)nc2ccccc12	-0.4%[76.3 µM]
Cc1nn(CC(=O)NC2CCCCC2)c(=O)c2cccn12	-2.3%[76.3 µM]
Cc1nn(CC(=O)N2CCN(C34CC5CC(CC(C5)C3)C4)CC2)c(C)c1[N+](=O)[O-]	0.6%
Cc1nnc(NC(=O)C2CCCC2)s1	4.2%[76.3 µM]
Cc1cc(=O)c(C(=O)O)nn1-c1ccccc1F	-6.2%
O=C(c1ccc(Cl)cc1Cl)N1CCC(C(=O)N2CCOCC2)CC1	-2.6%
COc1ccc(N(C(=O)c2snc(C(N)=O)c2N)C(C(=O)NC2CCCC2)c2ccc(C)o2)c(OC)c1 (centres undefined)	-9.3%
Cc1ccc(CN2CCNC(=O)C2CC(=O)NC2CCCCCC2)cc1 (centres undefined)	-2.9%[76.3 µM]

The list goes on.
SMILES	GAA glycogen mod
O=C1Nc2cc(Br)ccc2C1(O)c1ccccc1O (centres undefined)	4.6%
O=C(NNC(=S)Nc1ccc(F)cc1F)c1ccco1	-1.5%[76.3 µM]
O=C(Nc1ccc2c(c1)OCO2)C1CC(=O)N(c2cccc(Cl)c2)C1 (centres undefined)	-4.7%[76.3 µM]
CCOc1ccc(S(=O)(=O)N2CCCC(C(=O)Nc3cccc(C)c3)C2)cc1 (centres undefined)	u
COc1ccc(S(=O)(=O)N2CCN(c3ccccc3)CC2)cc1C(=O)N1CCCC1	-10.0%[76.3 µM]
O=C(CC1C(=O)NCCN1C(=O)Nc1ccccc1)Nc1cc(Cl)cc(Cl)c1 (centres undefined)	4.1%[76.3 µM]
O=c1[nH]c2cccc(F)c2n2cccc12	3.8%
COc1cccc(CNC(=O)COC(=O)CN(C)S(=O)(=O)c2ccc(NC(C)=O)cc2)c1	-1.6%[76.3 µM]
Cc1c(C(=O)OCC(=O)NC(C)c2ccccc2)oc2ccccc12 (centres undefined)	-7.2%[76.3 µM]
COc1ccccc1C(=O)N/C(=C/c1ccc(Br)cc1)C(=O)NCCCn1ccnc1	-4.7%[76.3 µM]
O=C(c1cc(COc2ccc(F)cc2Cl)on1)N1CCN(c2cnccn2)CC1	-13.6%[76.3 µM]
Cc1cccc(NC(=O)CCS(=O)(=O)c2cccc3nonc23)c1C	-0.8%
CCC(CC)c1nnc(NC(=O)CN2C(=O)NC3(CCCC3)C2=O)s1	-12.1%[76.3 µM]
CS(=O)(=O)Nc1cccc(C2=NN(C(=O)CCCC(=O)O)C(c3cccs3)C2)c1 (centres undefined)	8.0%
COc1cccc2cc(C(=O)N3CCCc4ccccc43)oc12	-4.5%[76.3 µM]

Among those listed so far, these have a COOH group.
SMILES	GAA glycogen mod
CC(C)[C@H](NC(=O)N1c2ccccc2NC(=O)[C@@H]1C(C)C)C(=O)N[C@@H](Cc1c[nH]c2ccccc12)C(=O)O	-7.2%[76.3 µM]
Cc1cc(=O)c(C(=O)O)nn1-c1ccccc1F	-6.2%
CS(=O)(=O)Nc1cccc(C2=NN(C(=O)CCCC(=O)O)C(c3cccs3)C2)c1 (centres undefined)	8.0%

The list continues:
SMILES	GAA glycogen mod
O=C(CN1C2CCCC1CC(NC(=O)c1ccccc1)C2)Nc1ccccc1 (centres undefined)	2.4%
Cc1ccc(S(=O)(=O)NC(=O)NC(C)c2ccc(F)cc2)cc1 (centres undefined)	-4.3%[76.3 µM]
O=C(NCc1cccc(Cl)c1)C1CCC(=O)N(CCN2CCOCC2)C1 (centres undefined)	-1.0%[76.3 µM]
CCOc1ccccc1NC(=O)CSc1nc2cc(O)ccc2c(=O)n1-c1ccc(OC)c(OC)c1	8.7%
O=C(NCC1CCCO1)c1nn2c(C(F)(F)F)cc(-c3ccc(Br)o3)nc2c1Br (centres undefined)	-10.4%
COC(=O)c1ccc(CS(=O)(=O)c2ccc(C)cc2)o1	2.0%
CC(C)(C)OC(=O)COc1ccc(/C=N/NC(=O)CN2CCCCC2)cc1	-9.7%
Cc1cc(C)cc(C(=O)NCC(=O)N2CCN(c3cccc(Cl)c3)CC2)c1	0.1%
Cc1cnc(NC(=O)Nc2ccc(OCc3ccccc3)cc2)c(Br)c1	2.5%
CC(C)C(NC(=O)c1c(F)cccc1F)C(=O)NCCc1ccc(S(N)(=O)=O)cc1 (centres undefined)	5.1%
CN1CCN(c2nc3c(c(=O)n(C)c(=O)n3C)n2Cc2ccccc2Cl)CC1	-2.1%[76.3 µM]
COC(=O)CCCn1nc(NC(=O)c2ccco2)cc1C	-1.3%
COc1ccc(CCNC(=O)CCOc2cc(C)ccc2C)cc1OC	5.6%[76.3 µM]
CCN(CC)C(=O)C(Sc1nnnn1-c1ccc(O)cc1)c1ccccc1 (centres undefined)	-3.5%[76.3 µM]
OC(CN1CCN(c2ncc(C(F)(F)F)cc2Cl)CC1)c1ccccc1 (centres undefined)	-5.3%

Additional records.
SMILES	GAA glycogen mod
Cc1cc(SCc2ccc(Br)cc2)nc(=O)[nH]1	0.5%[76.3 µM]
O=C(CSc1nnc(CNC(=O)c2c(F)cccc2Cl)o1)NCCc1ccccc1	2.4%[76.3 µM]
Cc1ccc(O)c(/C=N/NC(=O)COc2ccc3c(C)cc(=O)oc3c2)c1	-0.4%
COc1cccc(CN2CC(C(=O)N3CCCC3)CCC2=O)c1 (centres undefined)	4.4%[76.3 µM]
Cc1cc(-c2nnc(SCC(=O)Nc3ccc(Br)cc3F)n2N)n[nH]1	0.6%[76.3 µM]
COc1ccc(-c2nc3ccc(C(=O)NCC(OC)OC)cc3nc2-c2ccc(OC)c(OC)c2)cc1OC	-3.9%
COc1ccc(Cl)cc1C(=O)NCCS(=O)(=O)N1CCN(c2ccccc2F)CC1	1.4%[76.3 µM]
COc1ccc(NC(=O)CCCN2C(=O)C3CC=CCC3C2=O)cc1 (centres undefined)	-10.2%[76.3 µM]
COc1ccc2oc(C(=O)OCC(=O)Nc3ccccc3)c(C)c2c1	1.6%[76.3 µM]
O=C(O)c1cc(S(=O)(=O)Nc2ccccc2Cc2ccccc2)ccc1Cl	3.0%
Cc1ccccc1N1CCN(C(=O)NCc2cccc(Cl)c2)CC1	13.7%[76.3 µM]
CCC(Oc1cc(Cl)ccc1Cl)C(=O)N1CCCN(C)CC1 (centres undefined)	0.8%[76.3 µM]
O=S(=O)(Nc1ccc(OC(F)F)cc1)c1ccc(-c2ccon2)s1	3.1%
COc1ccc(Cl)cc1N(CC(=O)Nc1ccccc1C(=O)N1CCCC1)S(C)(=O)=O	-4.2%[76.3 µM]
O=C(CN1C(=O)/C(=C/c2ccco2)SC1=S)NC1CCS(=O)(=O)C1 (centres undefined)	u

New compounds follow.
SMILES	GAA glycogen mod
Cc1ccc(-c2cc(C(=O)O)c3ccccc3n2)s1	2.7%
COc1cc(C2/C(=C(\O)c3ccc4c(c3)OCCO4)C(=O)C(=O)N2Cc2ccco2)cc(OC)c1OC (centres undefined)	-3.7%[76.3 µM]
CCC(=O)N1CCN(c2ccc(NC(=O)c3ccc(N4CCOCC4)c([N+](=O)[O-])c3)cc2)CC1	-1.4%[76.3 µM]
Cc1ccc(C(=O)NCC(=O)NCCCc2ccccc2)s1	8.8%
O=C(Nc1ccncc1)Nc1ccc(Br)cc1Cl	-4.0%[76.3 µM]
Cc1ncc(CN2CCCC(C(=O)Nc3ccc(-c4cccc(F)c4)cc3)C2)s1 (centres undefined)	-0.3%[76.3 µM]
O=C(NNC(=O)c1cc2ccccc2cc1O)c1cccs1	-6.9%
Cc1cc(-n2c(=S)sc3c(=O)n(-c4ccc(F)cc4)c(SCC(=O)O)nc32)ccc1Cl	-0.8%
